# Screening results from PubChem.
# Cneo AK release: Cryptococcus neoformans cell lysis inducers, primary screen, AK release luminescence, single concentration; C. neoformans lysis, adenylate kinase release luminescence, 4 h; normalised: neutral wells 0, clomiphene wells 100; 360,000 tested, 0.2% active; lysis activity, % at 15 µM;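 active means mean lysis activity across replicates of at least 80%, whatever share of replicates individually reach that level; inactive means mean lysis activity below 80%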
#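 Assay system: log-phase C. neoformans yeast / Quantity: yeast cell density of 5 × 10^6 cells/mL / Medium: fresh YPD growth medium / Compound: single dose / Timing: static 4 h at 37 °C with compound, 1 h detection / Measured by: adenylate kinase release luminescence / Read-out: lysis from increased AK signal / Benchmarks: Clomiphene as positive lysis control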
# F508del corr: F508del CFTR correction, initial screen, CFBE line, single point | CFBE cells, YFP halide quenching; stimulated with forskolin plus potentiator P3; % fluorescence drop versus neutral controls | AID 720511, 2013 | 350,000 tested, 0.36% active | activity (quench increase), % at 7.58 µM;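 active means mean added fluorescence quench of at least 8% versus neutral control, with both replicates also reaching 8%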;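 further: cells transiently co-express mutant CFTR-F508del with the halide-sensitive YFP; corrector assay measuring rescue of mutant channel to the surface after 24 h compound exposure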
# C2C12 statin: suppressors of statin myotoxicity in C2C12 myotubes, primary screen, cell-based, single point, plate reader | rescue of ATP level, % at 7.49 µM | C2C12 myotubes + simvastatin, ATP luminescence, 48 h; scaled: DMSO 0, geranylgeraniol control 100 | 330,000 tested, 0.78% active | AID 602340, 2012;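 active means mean ATP rescue above about 67%, or every replicate alone reaching that limit, limit read from the data, passing the limit was not always enough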;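 further: myotubes were challenged with 10 µM simvastatin during compound exposure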
# PglD DTNB: C. jejuni PglD acetyltransferase inhibitors, primary screen, biochemical, DTNB colorimetric, single point; 360,000 tested, 0.098% active; inhibition, % at 12.5 µM; purified PglD enzyme, DTNB colorimetric CoA detection; UDP-N-acetylbacillosamine N-acetyltransferase PglD (Campylobacter jejuni); AID 602405, 2012; in the data active means inhibition above about 16%, passing the limit was not always enough; further: strong numbers were not always called active
# FN deposit inh: inhibitors of fibronectin matrix deposition, primary screen, AH1F cells, Alexa488-fibronectin fluorescence, plate reader; AH1F fibroblasts, overnight; inhibition, % at 12.6 µM; 350,000 tested, 0.086% active; AID 743247, 2014;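 active means mean inhibition across replicates of 30% or more, regardless of how many single replicates reach that level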;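 further: positive control wells lacked labelled fibronectin entirely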
#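 Test system: AH1F fibroblast monolayer depositing Alexa488-labelled fibronectin into matrix. Input: 10000 cells per well. Technique: fluorescence, ex 485 nm, em 525 nm. Buffer or medium: DMEM plus 2% serum, read in PBS. Timing: 1 h cell adhesion before compound, then overnight fibronectin incubation. Compound: single dose, pinned. Read-out basis: inhibition from reduced deposited-fibronectin fluorescence.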
# INS-1E GSIS act: GLuc luminescence reporter in INS-1E cells, primary screen for activators of glucose-dependent secretion of insulin. activation, % at 16.6 µM. AID 743287, 2014. INS-1E GLuc reporter insulin secretion, 2-3 h. 370,000 tested, 0.61% active;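 active means lowest replicate activation of at least 40%, so every replicate reaches that level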;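 further: 0% = median of neutral control wells and 100% = median of IBMX positive control wells; some compounds called inactive have numbers as strong as hits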
# miR-122 sensor: miR-122 Renilla sensor signal increase in Huh7, primary screen, miR-122 inhibitor project, cell-based, single point, plate reader; Huh7 miR-122 Renilla luciferase sensor, 48 h; neutral wells = 0, positive control = 100; activation (reporter increase), % at 12.5 µM; 340,000 tested, 0.3% active; AID 602342, 2012;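 active means mean replicate activation score at least 90 and every replicate individually at or above 90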;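 further: higher luciferase means less miR-122 activity so hits act as miR-122 inhibitors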
# PGC1a acetyl inh: inhibitors of PGC1a acetylation signal, primary screen, cell-based, U2OS, AlphaScreen, inhibitor mode. AlphaScreen anti-acetyl-lysine; with virally co-expressed GCN5 acetyltransferase. inhibition, % at 15.6 µM. 350,000 tested, 0.17% active;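 active means every replicate shows inhibition of at least 40%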;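 further: 0% = neutral control wells and 100% = positive control wells; some results beyond the cut were filed as inactive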
# Active calls of the source: *; x = no result given; & = joins results of further samples; [ ] = dose if it differs, or a comment.
Compound	Cneo AK release	F508del corr	C2C12 statin	PglD DTNB	FN deposit inh	INS-1E GSIS act	miR-122 sensor	PGC1a acetyl inh
Cc1noc(C)c1NC(=O)N(C)C[C@H]1Oc2ccc(NC(=O)C3CCCCC3)cc2C(=O)N([C@@H](C)CO)C[C@@H]1C	4	2.1	1	3	x	14	-6[16.7 µM]	1
O=C(NCCC(=O)N1CCc2ccccc21)c1ccccc1Cl	0	2.8	0	-2	3	9	-1	9
CCCc1c(C(=O)N/N=C/c2ccc(OC)c(OCc3ccccc3)c2)nnn1-c1nonc1N	-1	0.8	0	6	1	-15	4	-6
O=c1c2ccccc2nc(-c2ccccc2)n1CCCn1ccnc1	3	x	-20	-4	7	x	-5	45
COC1=CC(=O)C(OC)=C(OC)C1=O	-3	-4.6	-7	3	0	44*	x	8
C[C@@H]1CN([C@H](C)CO)C(=O)c2cc(C#CC3CC3)cnc2O[C@@H]1CN(C)Cc1ccncc1	4	0.3	-4	1	8	19	-8[16.7 µM]	-2
CCn1c(-c2ccc(-c3ccccc3)cc2)c[nH]c1=S	5	x	125*	-1	x	x	-14	-4
CCc1ccc(NC(=O)c2cc(-c3ccc(F)cc3)on2)cc1	-2	1.2	-2	-5	1	-11	-2	-3
CCOc1ccccc1C(=O)NCC(=O)NCC(c1ccc(OC)cc1)N1CCOCC1 (stereo not given)	0	-1.8	1	1	-1	-7	-7	8
CN(CC(=O)Nc1ccc(N2CCOCC2)cc1)C(=O)CCNC(=O)c1ccc(Br)cc1	-1	-1.6	15	3	2	20	-7	-2
CCC1=C(OC(=O)N(CC)CC)N2C(=O)OC(=NCCc3c[nH]c4ccccc34)[C@]2(C)[C@H]2C1=CC[C@H]1C(=O)NC(=O)[C@H]12	-2	2.6	-4	3	8	x	x	x
CCN1CCN(c2ccc(NC(=O)c3ccc4c(c3)OCO4)cc2)CC1	-3	x	4	3	10	x	0	5
O=[n+]1cc(-c2ccc(F)cc2)n([O-])c2c1CCC2	2	x	57	2	x	x	-19	8
Cc1ccc(SCc2cc(=O)n3[nH]cnc3n2)cc1	0	x	-7	3	x	2	-2	-2
NC(=O)c1nnn(-c2nonc2N)c1-c1ccc([N+](=O)[O-])cc1	x	0.0	x	x	4	46	x	5
CCCNC(=O)N1[C@H](CO)[C@H](c2ccc(C3=CCCC3)cc2)[C@@H]1CN(C)C(C)=O	x	3.4	24	0	-15	8	-7[16.7 µM]	-3

# Entries of single compounds as entered above.
# `CCCNC(=O)N1[C@H](CO)[C@H](c2ccc(C3=CCCC3)cc2)[C@@H]1CN(C)C(C)=O` across the screens: Cneo AK release: x; F508del corr: 3.4; C2C12 statin: 24; PglD DTNB: 0; FN deposit inh: -15; INS-1E GSIS act: 8; miR-122 sensor: -7[16.7 µM]; PGC1a acetyl inh: -3
# `CCN1CCN(c2ccc(NC(=O)c3ccc4c(c3)OCO4)cc2)CC1` across the screens: Cneo AK release: -3; F508del corr: x; C2C12 statin: 4; PglD DTNB: 3; FN deposit inh: 10; INS-1E GSIS act: x; miR-122 sensor: 0; PGC1a acetyl inh: 5

# Next part:
Compound	Cneo AK release	F508del corr	C2C12 statin	PglD DTNB	FN deposit inh	INS-1E GSIS act	miR-122 sensor	PGC1a acetyl inh
CSCCC(NC(C)=O)C(=O)OCC(=O)N(c1ccccc1)c1ccccc1 (stereo not given)	x	x	4	x	4	13	-7	x
CCN(C(C)=O)c1nnc(CSc2nc3ccccc3s2)s1	-2	x	11	2	-1	x	0	7
COc1ccc(CC(=O)Nc2nn(C)c3nc4c(C)cccc4cc23)cc1	-3	0.4	x	4	-4	x	-3	-1
Oc1ccc(N2Cc3ccccc3C2)cc1	-6	x	0	6	x	x	3	-2
CC(C)Oc1ccc(CN2CCC2(C)C(=O)Nc2ccc3c(c2)OCO3)cc1 (stereo not given)	-1	0.4	-19	1	5	-11	-1	-6
CCn1c(=O)n(CC)c2cc(N3CCCC3)c(NC(=O)c3ccccc3F)cc21	-3	-2.8	-48	1	-21	27	4	-19
CN1CCC2(CC1)NC(=O)NC2=O	2	x	4	-2	x	x	-22	8
CO[C@@H]1CN(C)C(=O)c2ccc(NC(=O)c3ccc(Oc4ccccc4)cc3)cc2OC[C@@H](C)NC[C@H]1C	-1	-6.4	-112	1	1	16	-25[16.7 µM]	-25
CC(=O)N1N=C(c2ccc(C)cc2)CC1c1ccco1 (stereo not given)	0	0.8	2	9	-1	14	4	-5
C[C@@H]1CN([C@H](C)CO)C(=O)CCCn2nncc2CO[C@@H]1CN(C)Cc1cccc2c1OCCCO2	10	-3.0	7	-1	9	4	2[16.7 µM]	2
CCOC(=O)CC1COc2ccccc2N1C(=O)c1cccc([N+](=O)[O-])c1 (stereo not given)	0	-2.4	6	x	6	5	6	-2
COc1ccc(NC(=O)CNS(=O)(=O)c2ccc(Cl)cc2)cc1	-1	x	-1	-4	x	x	-3	-7
CC1CC(C)(C)CC2(C1)NC(=O)N(CC(=O)Nc1cc([N+](=O)[O-])ccc1F)C2=O (stereo not given)	-1	-4.3	-7	-3	4	-23	-2	6
CCNC(=O)Nc1ccc2c(c1)C(=O)N(C)[C@@H]1CC[C@@H](CC(=O)N[C@@H](C)c3ccccc3)O[C@H]1CO2	2	x	11	3	-6	0	x	x
N#C[C@@H]1[C@@H](c2ccccc2)[C@@H](CO)N1C(=O)c1cc(Cl)cc(Cl)c1	-1	0.5	4	3	-4	-8	x	7
O=C(CCC(=O)N1CCOc2ccc(Cl)cc21)NCCCN1CCC(Cc2ccccc2)CC1	28	-1.3	-68	4	-12	-18	x	x
COc1ccc(C(=O)NCC(=O)NCC2COc3ccccc3O2)cc1 (stereo not given)	0	x	-6	7	-7	x	1	-3
CCC(=O)N1CCN(c2ccc(NC(=O)c3ccc([N+](=O)[O-])o3)cc2Cl)CC1	x	3.9	x	x	60*	-6	x	30
O=S(=O)(NC1CCCCC1)c1cccc(-c2nnc(-c3ccccc3)o2)c1	-1	x	41	1	-5	x	100*	-6
O=C(O)c1cccnc1SC1CC(=O)N(c2ccccc2)C1=O (stereo not given)	0	-3.5	x	6	4	28	x	5
O=C(COc1ccc(Cl)cc1Cl)Nc1nnc(C2=COCCO2)o1	-1	-2.1	x	0	4	3	x	5
Cc1ccc(NS(=O)(=O)c2ccc3c(c2)NC(=O)CO3)cc1	15	0.2	17	7	-8	-7	x	11
CC1(C(=O)NCc2cccc(C(F)(F)F)c2)CCN1CCc1ccccc1 (stereo not given)	1	-5.7	-4	7	-1	-54	0	-14
Cc1noc(C)c1S(=O)(=O)N(C)C[C@H]1Oc2ccc(NS(=O)(=O)c3cccs3)cc2CC(=O)N([C@H](C)CO)C[C@H]1C	-3	0.1	14	-3	x	-2	12[16.7 µM]	0
Cc1cccc(OCCNc2cc(N3CCOCC3)ccc2[N+](=O)[O-])c1	-2	2.2	-37	-3	x	-13	5	9
CC(C)C(=O)Nc1ccc2c(c1)C(=O)N(C)[C@H]1CC[C@H](CC(=O)NCc3ccccc3F)O[C@@H]1CO2	0	0.9	5	2	-2	-4	0[16.7 µM]	4
CC(C)NC(=O)Cn1c(=O)n(CC(=O)N2CCCCC2)c(=O)c2sccc21	-2	-0.9	101*	0	3	-4	-1	3
Cc1ccc(NC(=O)CSc2nnc(NC3CC3)s2)cc1S(=O)(=O)N1CCOCC1	0	-1.0	7	-2	3	1	-4	-7
Cc1cccnc1NC(=O)CCNC(=O)c1ccc(Cl)cc1	0	0.3	x	2	x	-6	-9	-2
CC(=O)c1cccc(NC(=O)c2ccc(NC(=O)CCS(=O)(=O)c3cccs3)cc2)c1	1	-1.0	10	-10	6	8	4	-16
COc1ccc(CNS(=O)(=O)c2ccc(C)cc2)cc1	0	2.6	-4	0	-5	9	1	x
CCn1c(SCC(=O)Nc2nc3ccccc3s2)nnc1-c1ccc(Br)cc1	-3	x	x	0	8	x	6	7
COC(=O)c1ccccc1NC1CC(=O)N(c2c(C)cccc2C)C1=O (stereo not given)	x	x	x	x	-6	-17	0	-3
CN(C(=O)CCc1nnc(-c2ccc(-c3ccccc3)cc2)o1)C1CCOCC1	-2	-1.1	7	9	-3	-2	1	2
CCCNC(=O)C1(C)CCCN(C(=O)c2ccccc2OC)C1 (stereo not given)	2	-0.7	0	2	x	-5	-1	-4
CN1CCC(N(C)S(=O)(=O)c2ccc(NC(=O)COc3cccc(C(F)(F)F)c3)cc2)CC1	-1	0.4	0	3	1	3	x	x
C[C@H]1CN([C@@H](C)CO)C(=O)c2cc(NC(=O)Nc3ccc4c(c3)OCO4)ccc2O[C@@H]1CN(C)S(=O)(=O)c1cn(C)cn1	2	-0.8	x	-4	x	14	3[16.7 µM]	5
O=C(COc1ccc(S(=O)(=O)N2CCCCC2)cc1Cl)N1CCOCC1	-2	0.2	0	-15	-9	-6	-6	-2
O=C(O)CSc1nnc(-c2ccc(Cl)cc2Cl)n1-c1ccc(Br)cc1	7	x	6	-3	10	x	3	17
CN(C)/C=N/c1c(C(=O)NCc2ccccc2)nnn1Cc1ccccc1	6	x	1	-2	0	x	-17	x

# Shown with two lines to a compound: entries from further up.
# Results follow in this order: Cneo AK release | F508del corr | C2C12 statin | PglD DTNB | FN deposit inh | INS-1E GSIS act | miR-122 sensor | PGC1a acetyl inh
Cc1cccc(OCCNc2cc(N3CCOCC3)ccc2[N+](=O)[O-])c1
 : -2 | 2.2 | -37 | -3 | x | -13 | 5 | 9
O=[n+]1cc(-c2ccc(F)cc2)n([O-])c2c1CCC2
 : 2 | x | 57 | 2 | x | x | -19 | 8

# Next part:
Compound	Cneo AK release	F508del corr	C2C12 statin	PglD DTNB	FN deposit inh	INS-1E GSIS act	miR-122 sensor	PGC1a acetyl inh
Cc1ccc(Cl)cc1N1CCN(S(C)(=O)=O)CC1	1	-1.9	-33	-7	x	1	x	-4
COc1ccc(C#Cc2ccc3c(c2)[C@@H]2[C@@H](CCN2C(=O)c2ccccn2)[C@@H](CO)N3)cc1	1	-0.2	0	0	-1	3	-3[16.7 µM]	-1
O=C(NC(NC1CCS(=O)(=O)C1)C(Cl)(Cl)Cl)c1ccc(Br)cc1 (stereo not given)	0	x	-6	4	-4	-11	-17	2
C/C=C/c1cnc2c(c1)C(=O)N([C@@H](C)CO)C[C@H](C)[C@@H](CN(C)S(=O)(=O)c1cccs1)O2	-8	0.8	23	2	x	x	8[16.7 µM]	5
COC(=O)C[C@H]1CC[C@@H]2[C@H](COc3ccc(NC(=O)C4CC4)cc3C(=O)N2C)O1	-1	-0.3	7	-35	0	4	-7[16.7 µM]	-3
COc1cccc(CC(=O)NCC2COc3ccccc3O2)c1OC (stereo not given)	-3	-1.8	-13	-3	-14	11&5	-3	10
Cc1cc(C(=O)Nc2cccc3c2O[C@@H](CN(C)Cc2ccc(C(=O)Nc4ccccc4N)cc2)[C@H](C)CN([C@@H](C)CO)C3=O)n(C)n1	1	3.2	-31	4	-6	-4	-11[16.7 µM]	-9
C=CCn1c(=O)c2ccccc2n2c(SCc3nnc(-c4ccccc4Br)o3)nnc12	-3	x	-12	-2	6	x	-5	11
